Assay outcomes: PubChem, NCI
All columns: NCI-60 one-dose screen, growth in % after 48 h at 10 µM unless noted; 100 = growth as untreated, 0 = no growth, -100 = all killed.
CAKI-1: CAKI-1 renal cancer; 75,000 compounds, 4.7% hits; AID 1794772
OVCAR-4: OVCAR-4 ovarian cancer cells | AID 1794784 | 80,000 compounds, 3.7% hits
OVCAR-5: OVCAR-5 ovarian cancer; AID 1794783; 82,000 compounds, 2.9% hits
A498: A498 renal cancer cells. AID 1794774. 76,000 compounds, 5.4% hits
RXF 393: RXF 393 renal cancer cells | 77,000 compounds, 6.9% hits | AID 1794773
OVCAR-8: OVCAR-8 ovarian cancer; 81,000 compounds, 4.4% hits
ACHN: ACHN renal cancer; 81,000 compounds, 4.9% hits; AID 1794771
OVCAR-3: OVCAR-3 ovarian cancer; 79,000 compounds, 7% hits; AID 1794787
Numbers without * were called inactive; . = not tested or not shown; & = joins results of further samples; [ ] = dose if it differs, or a comment. How the source made its calls: active means growth percent below 10; inactive means the rest. Not a hit list; 10% or so of the library scored in one or more.

SMILES | CAKI-1 | OVCAR-4 | OVCAR-5 | A498 | RXF 393 | OVCAR-8 | ACHN | OVCAR-3
CCOc1ccc(N2C(=O)N(c3ccc(C)cc3)C(=N)C2=S)cc1 | 97 | 110 | 107 | 94 | 109 | 101 | 103 | 100
C[C@@H]1C[C@H]2C(=O)O[C@@H](C)[C@H](NC(=O)[C@H](Cc3cc(F)cc(F)c3)NC(=O)Nc3ccc(C4CC4)cc3F)C(=O)N3CCC[C@H]3C(=O)N3CCCC[C@H]3C(=O)N[C@@H](C)C(=O)N2C1 | 8.8* | 7.8* | -2.6* | -5.2* | -1.1* | 11 | 12 | 5.1*
Cn1cnc2c(Nc3ccccn3)nc(Cl)nc21 | 97 | 101 | 93 | 95 | 94 | 103 | 102 | 105
COc1ccc2c(c1)[n+]([O-])c(C1=NNC(c3cc(OC)c(OC)c(OC)c3)C1)c(C)[n+]2[O-] (stereo not drawn) | 84 | 95 | 95 | 86 | . | 97 | 94 | 95
CN(C)CCCN1c2ccccc2Sc2ccc(Cl)cc21 | 53&75 | 86&113&83 | 96&113&91 | 108&120&105 | 82&85&52 | 94&93&86 | 69&108&45 | 83&112&84
CC(C)(CCN=C(N)Nc1ccccn1)c1ccc(C(F)(F)F)cc1 | . | 22 | 37 | 57 | 26 | 16 | . | 32
O=C1/C(=C\C=C/c2ccccc2)SC(=S)N1CCc1ccc(O)cc1 | 86 | 98 | 104 | 105 | 115 | 104 | 101 | 110
NS(=O)(=O)c1ccc(Nc2nc(N3CCOCC3)c3ccccc3n2)cc1 | 80 | 93 | 88 | . | 85 | 102 | 95 | 102
SCCc1ccccc1 | . | 115 | 107 | 102 | 111 | 101 | 105 | 121
C=CCOc1ccc(Br)cc1CC(=C)C | 97 | 113 | 118 | 99 | 116 | 109 | 110 | 114
O=C(O)/C=C/c1cn(-c2ccccc2)nc1-c1ccccc1 | 85 | 94 | 94 | 94 | 110 | 92 | 95 | 99
C#Cc1cccc(Nc2ncnc3ccc(-c4cnc(N)nc4)cc23)c1 | 2.2* | 46 | 23 | -45* | -15* | 50 | 4.0* | 24
NC(N)=N/N=C(\c1ccccc1)C(O)c1ccccc1 (stereo not drawn) | . | 105 | 112 | . | 99 | 105 | 109 | 111
CCN1C(=O)/C(=C/C(=O)OC)S/C1=N\NC(=O)c1cc2ccc1/C=C\c1ccc(cc1)/C=C\2 | 90 | 90 | 100 | . | 101 | 93 | 93 | 93
CN(C)CCCC1(c2ccc(F)cc2)OCc2cc(-c3cccc4[nH]ccc34)ccc21 (stereo not drawn) | 6.7* | 31 | 70 | 72 | 38 | 20 | 9.2* | 31
COc1cc(-c2nn(C(C)(C)C)cc2-c2ccnc(NCCCNS(=O)(=O)c3ccc(Br)cc3)n2)ccc1F | 62 | 84 | 111 | 93 | 71 | 93 | 93 | 105
COc1ccc(/C=C(/C(=O)N2CCN(c3ccccc3)CC2)c2cc(OC)c(OC)c(OC)c2)cc1N | . | 52 | 53 | -2.3* | -1.8* | 20 | 35 | -44*
COc1cc(-c2c3c(c(Br)n2Cc2ccccc2)-c2nc(N)sc2CC3)cc(OC)c1OC | 97 | . | 107 | 80 | 91 | 89 | 88 | 96
CS(=O)(=O)c1ccc(C(=O)N/N=C/c2c[nH]c3ccccc23)cc1 | 88 | 104 | 102 | 101 | 115 | 100 | 103 | .
O=C(c1ccccc1)c1ccc2ccccc2c1 | . | 102 | 111 | 118 | 137 | 102 | 108 | 113
Cc1ccc(NC(=O)c2ccccc2)c(NC(=O)c2ccccc2)c1 | 102 | 108 | 117 | 85 | 105 | 100 | 106 | 116
C=CC(=O)Nc1cccc(-c2nc(SC)nc(NCCN3CCOCC3)c2C#N)c1 | 86 | 91 | 107 | 78 | 90 | 83 | 81 | 98
CCOC(=O)C(Cc1ccccc1)n1c(O)c(C=Nc2ccc(F)cc2)sc1=S (stereo not drawn) | 85 | 67 | 94 | . | 90 | 90 | 86 | 78
O=c1[nH]c2cc(Cl)ccc2nc1/C=C(\O)c1ccc(F)cc1 | 101 | 100 | 113 | 124 | 112 | 110 | 103 | 110
COc1ccc(Br)c2ccccc12 | 95 | 117 | 110 | 135 | 109 | 100 | 102 | 112
COc1cc(N=Nc2ccc(C(=O)N(C)C)cc2)c(C)cc1N | 96 | 118 | 109 | 112 | 99 | 107 | 101 | 109
O=C(CCN1C(=O)c2ccccc2C1=O)c1ccccc1 | 93 | . | 100 | . | 92 | 110 | 100 | 105
CCOC(=O)C1=C(N)N(c2ccc(Cl)cc2)C2=C(C(=O)CC(C)(C)C2)C1c1ccccn1 (stereo not drawn) | 89 | 98 | 115 | 111 | 101 | 101 | 110 | 101
O=C(O)c1cc(-c2ccccc2)ccc1O | 100 | 107 | 101 | 85 | 89 | 101 | 100 | 114
CCC(C)(O)C#CC(C)(O)CC (stereo not drawn) | 101 | 104 | 108 | 101 | 121 | 101 | 106 | 110
Cc1nc2ccc(Nc3nc(Cl)nc(Nc4ccc(F)cc4)n3)cc2n1Cc1ccccc1 | 87 | 109 | 106 | 78 | 85 | 42 | 72 | 95
OCC1C2C=CC(C2)C1CO (stereo not drawn) | . | 94 | 101 | 93 | 113 | 99 | 105 | 107
COC(=O)c1sc(-c2ccc(F)cc2)cc1O | 95 | 92 | 98 | 98 | 110 | 107 | 108 | 98
COc1ccc2c(c1)c(-c1nc(-c3ccsc3)cs1)cn2C | 94 | 100 | 107 | . | 100 | 104 | 100 | 112
C#CCOc1ccc(/C=N\Nc2nc(-c3ccc(Br)cc3)cs2)cc1OC | 107 | 77 | 101 | 71 | . | . | 96 | 98
CCCC(=O)N1CCCC1=O | 103 | 110 | 96 | . | 114 | 101 | 102 | 121
Cc1c2c(c(C)c3c1[nH]c1ccccc13)C(=O)N(CCCO)C2=O | 79 | 77 | 80 | 84 | 61 | 94 | 80 | 109
CCCCCC(=O)Oc1ccc(/C(CC)=C(/c2ccccc2)c2ccc(OCCN(CC)CC)cc2)cc1 | 96 | 81 | 101 | 106 | 79 | 103 | 106 | 103
Cc1cc(=O)n2n1-c1ccc(F)cc1NC(=O)C2 | 91 | 102 | 84 | 116 | 105 | 111 | 101 | 114
O=[N+]([O-])C1=C(c2ccccc2)SC=C(c2ccccc2)S1 | 85 | 87 | 113 | 84 | 54 | 71 | 84 | 74
Cn1c(=O)[nH]c2nc(SCC(=O)c3ccc([N+](=O)[O-])cc3)[nH]c2c1=O | 89 | 102 | 102 | 93 | . | 99 | 100 | 104
c1ccc(CO[C@H]2CO[C@H]3[C@@H]2OC[C@H]3OCc2ccccc2)cc1 | . | 111 | 100 | 110 | 119 | 107 | 101 | 111
Nc1ccc(N=Nc2ccc(/C=C/c3ccc(N=Nc4ccc(N)c5ccccc45)cc3S(=O)(=O)O)c(S(=O)(=O)O)c2)c2ccccc12 | 97 | 89 | 104 | 80 | 118 | 105 | 98 | 88
Cc1ccc(/C=C2\SC(=S)N(NC(=O)c3ccccc3)C2=O)o1 | 99 | 119 | 95 | 90 | 87 | 97 | 103 | 100
COc1ccc(NC(=O)CN)cc1 | 98 | 116 | 102 | 103 | 114 | 95 | 104 | 117

Overlap with the part before: two entries, then new ones.
SMILES | CAKI-1 | OVCAR-4 | OVCAR-5 | A498 | RXF 393 | OVCAR-8 | ACHN | OVCAR-3
Cc1ccc(/C=C2\SC(=S)N(NC(=O)c3ccccc3)C2=O)o1 | 99 | 119 | 95 | 90 | 87 | 97 | 103 | 100
COc1ccc(NC(=O)CN)cc1 | 98 | 116 | 102 | 103 | 114 | 95 | 104 | 117
CC1CCC(OC(=O)CC#N)CC1 (stereo not drawn) | 97 | 101 | 91 | 84 | . | 94 | 99 | 123
C=CC(CCl)OC(=O)Nc1cccc(Cl)c1 (stereo not drawn) | 85 | 101 | 102 | 127 | 129 | 121 | 95 | 98
C(CCSC1=NCCN1)CCSC1=NCCN1 | 105 | 96 | 100 | 118 | 112 | 99 | 95 | 121
N#Cc1ccc(S(=O)(=O)O)c2ccccc12 | 90 | 108 | 101 | 124 | 136 | 99 | 95 | 106
CCCCCCCOC(=O)COc1ccccc1 | 97 | 97 | 111 | 94 | 109 | 107 | 110 | 111
CCC(C)(C)c1ccc(OCCCCCCN2CCN(c3ccc(C)c(Cl)c3)CC2)cc1 | 78 | 75 | 98 | . | 96 | 99 | 91 | 58
Cc1ccccc1OCC(O)CN1CCOCC1 (stereo not drawn) | 102 | 117 | 108 | 115 | 129 | 100 | 106 | 110
O=C(NC(=S)n1oc(=O)c2ccccc21)c1ccccc1 | 82 | 96 | 88 | 109 | 109 | 98 | 91 | 104
CCc1c(C)c2ccc(O)c(-c3cc(-c4ccccc4)c(C#N)c(=O)[nH]3)c2oc1=O | 70 | . | 95 | 116 | 99 | 100 | 103 | 89
COC(=O)c1ccc(N=NN(C)COC(C)=O)cc1 | 82 | 104 | 112 | . | 113 | 104 | 106 | 123
CCCCCc1c(C)[nH]c(/C=C2\N=C(c3ccc[nH]3)C=C2Oc2ccc(Cl)cc2)c1C | -23*[100 µM] | 13[100 µM] | -3.2*[100 µM] | -49*[100 µM] | -2.9*[100 µM] | -22*[100 µM] | -48*[100 µM] | -96*[100 µM]
O=S(=O)(NCCNc1nccc(-c2c(-c3cccc(F)c3)nc3sccn23)n1)c1ccc(C(F)(F)F)cc1 | 71 | 85 | 122 | . | 92 | 84 | 82 | 92
CCOC(=O)c1c(C)oc2ncnc(Nc3ccc(OCc4cccc(F)c4)cc3)c12 | 80 | 102 | 94 | 92 | 116 | 98 | 62 | 104
CC(C)(C)Nc1nc2c(OCCc3ccccc3)cccn2c1-c1cccc(Oc2ccccc2)c1 | 8.1* | 31 | 18 | 16 | -8.9* | 10 | 7.4* | 24
Cn1c2c(cc(S(=O)(=O)c3ccccc3)c1=O)CCc1c-2cnn1-c1ccccc1Cl | 55 | 101 | 97 | 86 | 111 | 89 | -31* | 110

Sorted by length of the SMILES (low to high): some entries from above.
SMILES | CAKI-1 | OVCAR-4 | OVCAR-5 | A498 | RXF 393 | OVCAR-8 | ACHN | OVCAR-3
COc1ccc(NC(=O)CN)cc1 | 98 | 116 | 102 | 103 | 114 | 95 | 104 | 117
CC1CCC(OC(=O)CC#N)CC1 (stereo not drawn) | 97 | 101 | 91 | 84 | . | 94 | 99 | 123
Cc1ccccc1OCC(O)CN1CCOCC1 (stereo not drawn) | 102 | 117 | 108 | 115 | 129 | 100 | 106 | 110
C(CCSC1=NCCN1)CCSC1=NCCN1 | 105 | 96 | 100 | 118 | 112 | 99 | 95 | 121
C=CC(CCl)OC(=O)Nc1cccc(Cl)c1 (stereo not drawn) | 85 | 101 | 102 | 127 | 129 | 121 | 95 | 98
N#Cc1ccc(S(=O)(=O)O)c2ccccc12 | 90 | 108 | 101 | 124 | 136 | 99 | 95 | 106
COC(=O)c1ccc(N=NN(C)COC(C)=O)cc1 | 82 | 104 | 112 | . | 113 | 104 | 106 | 123
O=C(NC(=S)n1oc(=O)c2ccccc21)c1ccccc1 | 82 | 96 | 88 | 109 | 109 | 98 | 91 | 104
Cc1ccc(/C=C2\SC(=S)N(NC(=O)c3ccccc3)C2=O)o1 | 99 | 119 | 95 | 90 | 87 | 97 | 103 | 100
CCOC(=O)c1c(C)oc2ncnc(Nc3ccc(OCc4cccc(F)c4)cc3)c12 | 80 | 102 | 94 | 92 | 116 | 98 | 62 | 104
Cn1c2c(cc(S(=O)(=O)c3ccccc3)c1=O)CCc1c-2cnn1-c1ccccc1Cl | 55 | 101 | 97 | 86 | 111 | 89 | -31* | 110
CCc1c(C)c2ccc(O)c(-c3cc(-c4ccccc4)c(C#N)c(=O)[nH]3)c2oc1=O | 70 | . | 95 | 116 | 99 | 100 | 103 | 89
CCCCCc1c(C)[nH]c(/C=C2\N=C(c3ccc[nH]3)C=C2Oc2ccc(Cl)cc2)c1C | -23*[100 µM] | 13[100 µM] | -3.2*[100 µM] | -49*[100 µM] | -2.9*[100 µM] | -22*[100 µM] | -48*[100 µM] | -96*[100 µM]
O=S(=O)(NCCNc1nccc(-c2c(-c3cccc(F)c3)nc3sccn23)n1)c1ccc(C(F)(F)F)cc1 | 71 | 85 | 122 | . | 92 | 84 | 82 | 92
Nc1ccc(N=Nc2ccc(/C=C/c3ccc(N=Nc4ccc(N)c5ccccc45)cc3S(=O)(=O)O)c(S(=O)(=O)O)c2)c2ccccc12 | 97 | 89 | 104 | 80 | 118 | 105 | 98 | 88

Carrying on.
SMILES | CAKI-1 | OVCAR-4 | OVCAR-5 | A498 | RXF 393 | OVCAR-8 | ACHN | OVCAR-3
COc1ccc2c(c1)/C(=C/c1ccc(OCC(=O)c3ccccc3)cc1)C(=O)N2 | 80 | 108 | 99 | 99 | 110 | 97 | 89 | .
CCCCCCCCCCCCCCCCCCNc1nc2ccccc2s1 | . | 112 | 114 | 110 | 95 | 100 | 101 | 111
CC(=O)Nc1ccc(-c2ccc3c(c2)NC(=O)/C3=C\c2ccc[nH]2)cc1 | 78 | 102 | 73 | . | 104 | 100 | 70 | 104
NC(=O)Cc1nc(O)cc(=O)[nH]1 | 99 | 113 | 109 | 86 | 107 | 94 | 107 | 109
CCOC(=O)c1cnn(CC(O)CC)c1NC(=O)NCc1ccc(F)cc1 (stereo not drawn) | 84 | 102 | 113 | 93 | 111 | 97 | 107 | 99
C=C(C)c1ccc(C)cc1 | 98 | 98 | 100 | 117 | 107 | 94 | 96 | 108
